Screening results: PubChem BioAssay, The Scripps Research Institute Molecular Screening Center
SRC3 TRFRET art – counter-screen for PPARgamma SRC-3 recruitment agonists: TR-FRET artefact. PPARgamma/SRC-3 format; hits give high values. TR-FRET ratio at 8 µM. 0.39% of 99,000 active. AID 1048; in the data active = TR-FRET ratio above about 2000; note: inactives centre near 1600; reference of the scale not given here
SRC1 TRFRET art – flags TR-FRET format artefacts in PPARgamma SRC-1 recruitment agonist screen | TR-FRET detection artefact counter-screen, emission ratio; hits give high values | TR-FRET ratio at 8 µM | 0.34% of 99,000 active | AID 1051; in the data active = TR-FRET ratio above about 2300; note: inactives centre near 1800; reference of the scale not given here
Numbers without * were called inactive. Some of the compounds tested (hit frequency here may not be typical).

cpd	mol	SRC3 TRFRET art	SRC1 TRFRET art
1	O=C(COC(=O)C1CC1)Nc1ccc(Oc2ccccc2)cc1	1399	1650
2	CN(C)S(=O)(=O)c1cccc(NC(=O)Cn2cc(C(F)(F)F)cc(Cl)c2=O)c1	1580	1802
3	CN(C)/N=C/c1ccc(/C=N/NC(N)=S)o1	1584	1745
4	CN(C(=O)/C=C/c1ccccc1)C1CCS(=O)(=O)C1 (stereo unspecified)	1521	1769
5	Cc1ccc(N(CC(=O)NC(C)(C)C)C(=O)CNC(=O)c2cccs2)cc1C	1618	1774
6	CCOC(=O)c1cc(C)sc1/N=C/C1C(=O)CC(C)(C)CC1=O	1687	2120
7	O=C(NCC1OCCc2ccccc21)c1ccc(NC(=O)c2ccccc2Cl)cc1 (stereo unspecified)	1708	1752
8	CCN(CC)S(=O)(=O)c1ccc(N2CCOCC2)c(NC(=O)c2cccc3ccccc23)c1	1512	1917
9	COc1ccc(NC(=O)C(CC(C)C)NC(=O)C2CCC(C)CC2)c(OC)c1 (stereo unspecified)	1342	1845
10	O=C(O)c1c2c(nc3ccc(S(=O)(=O)N4CCC(C(=O)NC5CCCCCC5)CC4)cc13)CCCC2	1592	1671
11	O=P(O)(O)c1ccccc1OCCOCCOCCOCCOc1ccccc1P(=O)(O)O	1694	2024
12	COc1ccc(CNn2c(-c3ccccc3F)nc3ccccc3c2=O)cc1OC	1829	1954
13	O=C1CC(N2CCN(c3ccccc3)CC2)C(=O)N1CCc1ccccc1 (stereo unspecified)	1674	1945
14	CCN=C1S/C(=C\c2ccc(O)c(OCC)c2)C(=O)N1CC	1438	1858
15	O=S(=O)(c1ccc(F)cc1)N1CCN(Cc2ccccn2)CC1	1584	1755
16	CCOC(=O)c1c(C)[nH]c(C(=O)Cn2nnc(-c3ccccc3)n2)c1C	1440	1619
17	C/C(=N/NC(=O)CN1CCN(S(=O)(=O)c2ccc(Br)cc2)CC1)c1ccco1	1545	1661
18	CC(=O)Nc1ccc(S(=O)(=O)NC(C)C(=O)OCC(=O)NC2CCCC2)cc1 (stereo unspecified)	1798	1986
19	O=C1CCCN1CCC1CCCCN1Cc1nc(-c2cnccn2)no1 (stereo unspecified)	1603	1788
20	O=c1c([N+](=O)[O-])cccn1Cc1ccc(F)cc1Cl	1577	2004
21	O=C(CCC1CCCC1)Nc1cccc(Cc2ccncc2)c1	1383	1787
22	CN(CC(=O)Nc1ccccc1C(F)(F)F)C(=O)COc1cccnc1[N+](=O)[O-]	1511	1743
23	COC(=O)c1cc2c(ccn2-c2ccc(F)cc2)n1Cc1ccc(C#N)cc1	1481	1809
24	Cc1cc(C)c2nc(NNC(=O)c3cc(-c4cccs4)nc4ccccc34)sc2c1	1620	1735
25	Cc1ccccc1C(=O)NC(=S)Nc1cccc(NC(=O)C(C)C)c1	1648	1792
26	CN(Cc1cnn(C)c1)Cc1nc(-c2ccc(Cl)cc2)no1	1545	1922
27	O=C(NCC1CCCO1)c1cc2c(=O)[nH]c3ccccc3c2s1 (stereo unspecified)	1340	1607
28	O=C1CC(C2CCCO2)C(=O)N1c1ccc(Cl)c(Cl)c1 (stereo unspecified)	1494	1915
29	CCOc1ccccc1NC(=S)NCC1CCCO1 (stereo unspecified)	1635	1680
30	O=CN1N=C(c2ccccc2)CC1c1ccccc1[N+](=O)[O-] (stereo unspecified)	1483	1768

The last 2 records of the part above are carried over, then new ones follow:
cpd	mol	SRC3 TRFRET art	SRC1 TRFRET art
29	CCOc1ccccc1NC(=S)NCC1CCCO1 (stereo unspecified)	1635	1680
30	O=CN1N=C(c2ccccc2)CC1c1ccccc1[N+](=O)[O-] (stereo unspecified)	1483	1768
31	COc1cccc(S(=O)(=O)Nc2ccc(C(=O)N3CCCCCC3)cc2)c1	1791	2004
32	O=C(C1CC=CCC1)N1CCC(CO)(Cc2ccc(Cl)cc2)CC1 (stereo unspecified)	1567	1672
33	N#CC1CC(c2ccc([N+](=O)[O-])cc2)=NN1c1ccc([N+](=O)[O-])cc1 (stereo unspecified)	1753	1735
34	CCOC(=O)c1sc(NC(=O)Nc2ccc(F)cc2)nc1C	1643	1877
35	CCOc1cc(/C=N/Nc2nc(-c3cccc(S(=O)(=O)N4CCCC4)c3)cs2)ccc1O	1631	1689
36	C/C(=C\c1ccccc1)C(=O)NCc1ccco1	1220	1727
37	CCCN(CC1CC1)C(=S)Nc1ccc(C(C)=O)cc1	1518	1918
38	CCOC(=O)N/N=C/c1cccnc1	1539	1655
39	CCOc1ccccc1N1CCN(C(=O)CC(C)C)CC1	1464	1731
40	CC(=O)NN1C(=O)c2ccccc2NC1c1ccc([N+](=O)[O-])o1 (stereo unspecified)	1516	1932
41	O=[N+]([O-])c1ccc(-n2cccn2)c(-c2nn[nH]n2)c1	1692	1630
42	NC(=O)C1=C[C@H](c2ccc(C(F)(F)F)cc2)C[C@H](OCCCCO)O1	1616	1921
43	O=C(Nc1cccc([N+](=O)[O-])c1)Nc1ccc(Cl)cn1	1631	1660
44	NS(=O)(=O)c1ccc(CNC(=O)C2(c3ccc(Cl)cc3)CC2)cc1	1418	1752
45	CSc1ccc(/C=N/NC(=O)CN2CCN(Cc3ccc(Cl)cc3)CC2)cc1	1567	1736
46	O=C(CCSCc1ccccc1Cl)NCc1ccco1	1782	1877
47	COC(CNC(=O)CSCc1nc(-c2ccc(SC)cc2)oc1C)OC	1672	1835
48	Cc1occc1-c1nnc(SCC(=O)NCCc2ccccc2)o1	1441	1772
49	Cc1ccc([N+](=O)[O-])cc1S(=O)(=O)NCc1cccnc1	1439	1664
50	Cc1cc(C)c(C)c(C(=O)C2OC(=O)C(C)(C)C(=O)C2(C)C)c1C (stereo unspecified)	1774	1907
51	CC1CC(C)(C)NC(=S)N1CC(=O)N(C)Cc1ccccc1 (stereo unspecified)	1506	1945
52	CCC(C)NCCCCOc1ccc(Br)cc1 (stereo unspecified)	1759	2184
53	Cc1ccc2[nH]c(=O)c(-c3nc4cc(C)ccn4c3NCc3ccco3)cc2c1	1516	1865
54	CC(C)COc1ccc(-c2nnc(-c3ccco3)o2)cc1	1429	1702
55	CC1CC(=O)Nc2ccccc2S1(=O)=O (stereo unspecified)	1594	1820
56	COc1cccc(/C=C/C(=O)Nc2ccc(OC)nc2)c1	1661	1604
57	CN(C)C(=O)CSc1nnc(-c2ccncc2)n1Cc1ccco1	1479	1827
58	Cc1cc(C)c(NC(=O)Cn2c(=O)n(-c3ccc(CC(=O)NCC4CCCO4)cc3)c(=O)c3ccccc32)c(C)c1 (stereo unspecified)	1535	1750
59	CCN(CCn1cccn1)C(=O)c1cc(COc2ccc(F)cc2Cl)on1	1308	1595
60	Cc1ccc(S(=O)(=O)N(C)C)cc1NC(=S)N(CCC#N)Cc1cccnc1	1794	1701
61	O=C(Nc1cc(C(F)(F)F)ccc1Cl)C1CCN(c2nnc(-n3cccc3)s2)CC1	1560	1656
62	COc1ccc(C)cc1-n1nc2ccccc2n1	1651	1622
63	COc1cc(OC)cc(C(=O)NCc2cc(C)nc3ccccc23)c1	1529	1790
64	CCOC(=O)N1CCC(c2cc(=O)n3[nH]c(-c4ccccc4)cc3n2)CC1	1592	1706
65	O=C1CCN(C(=O)/C=C/c2ccccc2)c2ccccc21	1605	1960
66	N=C(CC1CC(=O)NC(=O)C1)C1=C(O)CCCC1=O	1741	1814
67	CCOC(=O)C1CC(c2ccccc2)=NNC1=O (stereo unspecified)	1544	1756
68	O=C(Cc1ccccc1)NCc1ccncc1	1531	1945
69	CC1CC(C)CN(CCOc2ccccc2-c2ccccc2)C1 (stereo unspecified)	1507	1956
70	CC(/C=N/N1CCN(Cc2ccccc2)CC1)=C\c1ccccc1	1463	1501
71	CC(=O)C(Cc1cccc(F)c1)(Cc1cccc(F)c1)C(C)=O	1404	1686
72	COc1cccc(OCCNC(=O)c2ccccc2Sc2ccccc2C#N)c1	1569	1774
73	CC1=Nc2ccccc2/C1=C/c1c(N)n2c(S(=O)(=O)CC(C)C)nsc2nc1=O	1663	1785
74	Cc1nn(-c2ccccc2)c(C)c1N	1493	1483
75	CN(C)Cc1ccccc1Sc1ccccc1Br	1486	1674
76	Cn1nnnc1SCC(=O)Nc1cccc(S(=O)(=O)N2CCCC2)c1	1592	1801
77	Cc1ccccc1NC(=O)CN1C(=O)S/C(=C\c2ccc(-c3cc(C(=O)O)ccc3C)o2)C1=O	1663	1899
78	Cn1c(NCc2ccc(Cl)cc2)nc2ccccc21	1682	1809
79	COc1ccc(/C=C/c2c([N+](=O)[O-])c(=O)n(C)c(=O)n2C)c(OC)c1OC	1643	1932
80	CCOC(=O)c1cnn2c(C(F)(F)F)cc(-c3ccccc3)nc12	1517	1914
81	CCN(CC)S(=O)(=O)c1ccc(OC)c(-n2cnnn2)c1	1687	1803
82	CCCCN1C(=O)C(=Nc2cccc3cnccc23)c2ccccc21	1826	1761
83	CCC1(C)Cc2ccccc2-c2nc3n(c(=O)c21)CCCCC3 (stereo unspecified)	1633	1909
84	O=C(N/N=C/c1ccco1)c1cccc(N2CCCC2=O)c1	1821	1884
85	C=CCNC(=S)NS(=O)(=O)c1cccs1	1720	1845
86	COc1ccc(N2Cc3ccccc3C2=NC(=O)c2ccc(C)cc2)cc1OC	1475	1797
87	NNC(=O)/C(=N/Nc1ccccc1)S(=O)(=O)c1ccc(Cl)cc1	1539	2089
88	CNCC(=O)N(CC(C)C)c1c(N)n(CC(C)C)c(=O)[nH]c1=O	1555	1973
89	COC(C(=O)Nc1ccc(S(=O)(=O)Nc2ccc(F)cc2)cc1)c1ccccc1 (stereo unspecified)	1743	1966
90	Cc1cccc(OCC(=O)NCC(=O)N/N=C/c2cc(Br)ccc2OCc2ccccc2)c1	1728	2045

91. COC(=O)C1CC(=O)N(c2ccc(C)cc2)C1 (stereo unspecified)
92. COc1ccc(-n2nc(C#N)c(Cl)cc2=O)cc1
93. COC(=O)C1=C(C)C(c2ccc(OC)cc2)NC(=O)N1 (stereo unspecified)
94. COc1ccc(NC(=O)c2ccccc2[N+](=O)[O-])cc1OC
95. COC(=O)C1CCN(C(=O)c2ccc(OC3CCN(Cc4ccccn4)CC3)cc2)CC1
96. CCn1c2ccccc2c2nnc(SCC(=O)NC3CCS(=O)(=O)C3)nc21 (stereo unspecified)
97. C/C(=N\NC(=O)Cn1nc(C)c([N+](=O)[O-])c1C)c1ccc(O)cc1
98. O=C1CC[C@@H](CN(Cc2ccccn2)Cc2nc(-c3ccc(C(F)(F)F)cc3)no2)N1

Screen / compound no.,91,92,93,94,95,96,97,98
SRC3 TRFRET art,1417,1743,1483,1664,1394,1434,1636,1483
SRC1 TRFRET art,1591,1587,2017,1760,1713,1940,1853,1842

Rewritten as labelled records: entries from further up
93) COC(=O)C1=C(C)C(c2ccc(OC)cc2)NC(=O)N1 (stereo unspecified)
  SRC3 TRFRET art = 1483 | SRC1 TRFRET art = 2017
94) COc1ccc(NC(=O)c2ccccc2[N+](=O)[O-])cc1OC
  SRC3 TRFRET art = 1664 | SRC1 TRFRET art = 1760
95) COC(=O)C1CCN(C(=O)c2ccc(OC3CCN(Cc4ccccn4)CC3)cc2)CC1
  SRC3 TRFRET art = 1394 | SRC1 TRFRET art = 1713
96) CCn1c2ccccc2c2nnc(SCC(=O)NC3CCS(=O)(=O)C3)nc21 (stereo unspecified)
  SRC3 TRFRET art = 1434 | SRC1 TRFRET art = 1940

Additional records:
99. CC(OCC(O)CNCC1COc2ccccc2O1)c1ccc(Cl)cc1 (stereo unspecified)
100. COc1cc(OC)cc(C(=O)Nc2ccc(NC(=O)c3ccco3)c(Cl)c2)c1
101. CCOc1cccc(C(=O)NC(=S)Nc2cccc(NC(=O)c3ccccc3Cl)c2)c1
102. Cc1ccc(NC(=O)COC(=O)CCC(=O)c2cccs2)cc1C
103. Cc1cc(C)c(OCCCCN2CCC(C)CC2)c(Br)c1
104. CCC(C)(C)NC(=O)C(c1cccs1)N(C(=O)c1ccn[nH]1)c1ccccc1 (stereo unspecified)
105. O=C(N/N=C/c1ccccc1)c1c(O)c2ccccc2[nH]c1=O
106. Cc1nnc(SCC(=O)N2CC(=O)Nc3ccccc32)s1

Screen / compound no.,99,100,101,102,103,104,105,106
SRC3 TRFRET art,1348,1461,1540,1730,1441,1279,1510,1388
SRC1 TRFRET art,1745,1491,1864,2081,1765,1750,1796,1871

One compound at a time, from the list above:
CCC(C)(C)NC(=O)C(c1cccs1)N(C(=O)c1ccn[nH]1)c1ccccc1 (stereo unspecified) in the list: SRC3 TRFRET art: 1279; SRC1 TRFRET art: 1750
COc1cc(OC)cc(C(=O)Nc2ccc(NC(=O)c3ccco3)c(Cl)c2)c1 in the list: SRC3 TRFRET art: 1461; SRC1 TRFRET art: 1491

Following part
107. Cc1c2c(c(C)n1C)C(C(=O)NC1CCCCC1)N(Cc1ccccc1)C2=O (stereo unspecified)
108. COc1ccc(-n2cc(CNC3CCOCC3)c(-c3cccc(F)c3)n2)cc1
109. O=C(O)C1=C[C@@H](c2ccc3c(c2)OCO3)C[C@@H](OCCCCO)O1
110. O=c1cc(CNc2cc(Cl)ccc2Cl)nc2sccn12
111. Cc1ccc(N(C(=O)c2ccccc2Cl)C2=NC(C)CS2)c(C)c1 (stereo unspecified)
112. Cc1[nH]c2ccccc2c1C(=O)CSc1ccc(Cl)cc1
113. Nc1cc(Cl)ccc1N1CCCC1

Screen / compound no.,107,108,109,110,111,112,113
SRC3 TRFRET art,1532,1517,1555,1520,1443,1463,1544
SRC1 TRFRET art,1689,1774,1656,1995,2244,1784,1672
